FEN1 inh = qHTS Assay for the Inhibitors of Human Flap endonuclease 1 (FEN1); P39748; Recombinant FEN1 flap cleavage, fluorescence, 15 min; Potency, µM (top dose mostly 114 µM), without a hit: top-dose activity change, negative = inhibition, actives largely listed as inhibitors; hit rate 0.35% among 390,000; further: nearly all actives have a fitted effect of over 65% in size
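FEN1 at 10 nM, compound pretreatment for 15 min (room temperature), 50 nM final substrate to initiate; endpoint reads at 0 and 15 min; DMSO-only plates used as vehicle background.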
DT40 TDP1 CPT = qHTS for Inhibitors of human tyrosyl-DNA phosphodiesterase 1 (TDP1): qHTS in cells in presence of CPT; Potency, µM (doses to about 46.2 µM), for the others: top-dose activity change, negative = growth inhibition, actives largely listed as inhibitors; hit rate 12% among 420,000; chicken DT40 Tdp1-/-;hTDP1 cells + 20 nM CPT, ATP luminescence, 48 h; further: nearly all actives have a fitted effect of over 55% in size
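Cell growth measured by CellTiter-Glo luminescence after a minimum 48 h, 37 C compound exposure with 20 nM CPT in Tdp1-knockout DT40 cells stably expressing hTDP1, seeded 400/well; qHTS titration format.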
GCN5L2 inh = qHTS Assay for Inhibitors of GCN5L2. hit rate 0.21% among 390,000. Potency, µM (titrated, usually from 58.9 µM), for inactives: at the top dose activity change, negative = inhibition, actives largely listed as inhibitors. GCN5L2 HAT assay, ThioGlo1 CoA-SH fluorescence
Target sequence (Q92830 whole entry, looked up): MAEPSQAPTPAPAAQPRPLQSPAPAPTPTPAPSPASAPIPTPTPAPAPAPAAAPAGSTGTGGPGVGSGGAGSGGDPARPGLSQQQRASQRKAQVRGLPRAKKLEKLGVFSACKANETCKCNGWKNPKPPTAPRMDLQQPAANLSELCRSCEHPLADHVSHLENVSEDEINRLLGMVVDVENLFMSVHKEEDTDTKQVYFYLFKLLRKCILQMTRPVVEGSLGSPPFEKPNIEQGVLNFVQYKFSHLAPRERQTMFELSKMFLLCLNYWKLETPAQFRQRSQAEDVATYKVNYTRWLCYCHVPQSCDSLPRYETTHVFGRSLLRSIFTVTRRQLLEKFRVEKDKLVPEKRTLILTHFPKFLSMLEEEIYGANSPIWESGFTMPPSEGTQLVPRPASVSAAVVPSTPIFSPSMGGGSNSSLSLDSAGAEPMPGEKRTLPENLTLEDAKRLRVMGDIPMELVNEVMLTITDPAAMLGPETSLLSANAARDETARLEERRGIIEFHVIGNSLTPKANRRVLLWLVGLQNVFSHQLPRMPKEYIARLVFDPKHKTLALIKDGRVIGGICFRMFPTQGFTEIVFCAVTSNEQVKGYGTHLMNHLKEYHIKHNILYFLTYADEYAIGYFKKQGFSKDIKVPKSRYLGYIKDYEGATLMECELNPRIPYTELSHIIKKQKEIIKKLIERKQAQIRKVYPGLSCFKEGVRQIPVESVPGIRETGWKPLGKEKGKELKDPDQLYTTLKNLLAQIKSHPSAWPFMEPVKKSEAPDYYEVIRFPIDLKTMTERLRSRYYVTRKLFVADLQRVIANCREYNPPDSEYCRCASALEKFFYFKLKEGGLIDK
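Free CoA generated was detected with ThioGlo1 (50uM) fluorescence at Ex340nm/Em540nm, read immediately and after 20 min at room temperature. Enzyme, 20 nM in HEPES pH 7.5 buffer, saw compounds 15 min before adding 75uM H3(1-25) peptide and 70uM acetyl-CoA.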
The depositor's hits bear a star; ? = inconclusive; . = not tested or not shown; & = joins results of further samples; [ ] = another dose, or the depositor's remark. The call rests on the fitted dose curve; in most records, active means well fitted curve in the direction sought with a large enough effect; inconclusive means small, poorly fitted or top-dose-only effect, or another doubt; inactive means no such curve, though single readings can be large; an effect the other way counts as inactive or inconclusive. On the % scale 0 is the no-effect control and ±100 the full control effect; potency means the concentration at half of the fitted maximal effect. Not all compounds are listed; rates above refer to the full screens.

SMILES	FEN1 inh	DT40 TDP1 CPT	GCN5L2 inh
COc1cc(C2NC(=S)NC(C)=C2C(=O)Nc2ccc(C)cc2)ccc1O (stereo unspecified)	16%	-11%	-6%
CCOC(=O)N/N=C(\C)c1cccs1	1%	10%	-2%
COC(=O)C1=C(C)N(Cc2ccccc2)C(=NCCc2ccccn2)N[C@H]1c1cccc(C(F)(F)F)c1	-9%&8%	7.3µM*	-1%&-1%
O=C(NC1CCCCC1)c1cc(S(=O)(=O)N2CCN(c3ccccc3)CC2)ccc1Cl	1%	?	-2%
CCOc1ccc(CN(C)C(=O)c2ccc3c(c2)NC(=O)C(C)S3)cc1OC (stereo unspecified)	2%	?	3%
CNC(=O)c1cc(C(=O)c2ccccc2C(F)(F)F)c[nH]1	-3%	-2%	2%
O=C(CCC(=O)Nc1ccccc1)N/N=C/c1ccccc1F	2%	15%	-8%
O=C(NCc1ccccc1)NC(=O)c1ccncc1	-2%	-6%	-5%
Cc1ccc(CN2C(=O)SC(Nc3ccccc3)C2=O)cc1 (stereo unspecified)	?	-16%	-7%
CCCc1nn2c(=O)cc(COC(=O)c3cccc(NC(=O)COc4ccc(F)cc4)c3)nc2s1	-2%	1%	-10%
CC1CCCN(S(=O)(=O)c2ccc(C(=O)Nc3nnc(C4CC4)o3)cc2)C1 (stereo unspecified)	-8%	18µM*	-10%
C=CCNC(=S)N1CCc2[nH]c3ccccc3c2C1	4%	-4%	-7%
COc1cccc2sc(N(CCCN(C)C)C(=O)c3ccc(S(=O)(=O)N4CCc5ccccc5C4)cc3)nc12	-1%	15µM*	-2%
COc1ccc(N2CCN(C(=O)CSc3nc4nc(C)cc(C)n4n3)CC2)cc1	3%	?	-1%
Cn1c2c(c(=O)n(C)c1=O)C(C(F)(F)F)(C(F)(F)F)N=C(C1CCCCC1)N2	2%	18µM*	-3%
O=C(Nc1ccc2oc(-c3ccc(Br)cc3)nc2c1)c1cc2ccccc2o1	-5%	?	-5%
O=C(Cn1c(-c2ccco2)nc2ccccc21)N1CCCCC1	0%	-13%	-12%
COc1ccc(S(=O)(=O)NCCCN2CCCC2=O)c(OC)c1	7%	-7%	1%
COc1ccc(/C=C/c2ccc3c(Br)ccc(O)c3n2)cc1	-5%	10µM*	0%
O=C(O)CCCN1C(=O)/C(=C\c2ccc(-c3nc4ccccc4s3)o2)SC1=S	35µM*	?	?
Cn1cc(/C=C/c2nc3ccccc3c(=O)n2-c2cccc([N+](=O)[O-])c2)c2ccccc21	-1%	-9%	1%
CN(C)S(=O)(=O)c1ccc(C(=O)NCCC(=O)N2CCCC2)cc1	7%	4%	-2%
CC12CCC(=O)N1C(C(=O)O)Cc1c2[nH]c2ccccc12 (stereo unspecified)	-2%	1%	0%
O=C(NC1CCCN(Cc2ccc(Cl)cc2)C1)c1cnc2ccccn2c1=O (stereo unspecified)	10%	?	-13%
Cc1ccc2c(=O)c(C(=O)NCc3cccs3)c[nH]c2c1	-7%	-26%	-2%
Cc1cc(Br)c(NC(=O)CN2CCCC2)c(Br)c1	-1%	-1%	-4%
O=C(Nc1cc(F)c(Br)cc1F)c1ccc(Cl)cc1	-1%	?	-1%
COc1cc(C)c(C(C)C)cc1S(=O)(=O)N1CCN(C)CC1	-2%	-23%	-3%
O=C(OCC(=O)N1CCCC1)c1cc(F)c(F)cc1Cl	0%	3%	-1%
O=C(OCC(=O)N1CCN(C(=O)c2ccco2)CC1)c1c(Cl)cccc1Cl	-2%	-3%	-6%
Cc1ccc(S(=O)(=O)N(CC(=O)NCc2ccco2)C2CCCCC2)cc1	2%	?	2%
Cc1ccc(NS(=O)(=O)c2coc(C(N)=O)c2)cc1F	14%	-1%	1%
CCc1ccc(C2c3c(-c4ccccc4)n[nH]c3C(=O)N2c2ccc(C(=O)O)cc2)cc1 (stereo unspecified)	-11%	1%	-6%
Cn1cc(C(=O)C(=O)NCCc2ccccc2)c2ccccc21	17%	21%	7%
COc1ccccc1S(=O)(=O)Cc1ccc(C(=O)NCc2cccs2)o1	-11%	-1%	-12%
O=C(c1oc(=O)c2ccccc2c1-c1ccccc1)N1CCC(O)CC1	13%	-14%	-1%
CCc1ccc(Nc2nnc(SCC(=O)c3c(N)n(C4CC4)c(=O)[nH]c3=O)s2)cc1	-2%	-30%	1%
Cc1ccc(-n2nc3c(N4CCC(C(=O)N5CCN(C)CC5)CC4)nnc(C)c3c2C)cc1	15%	-21%	-2%
COC(=O)c1ccc(NC(=O)c2cc(-c3ccccn3)nc3ccccc23)cc1	6%	3%	-9%
COc1cc2cc(C(=O)NCCc3ccccc3)[nH]c2cc1OC	-7%	17%	-4%
Cc1ccc(S(=O)(=O)N2CCCC2C(=O)O)s1 (stereo unspecified)	-4%	-9%	1%
Cc1cc(C)c2c(CC(=O)N3CCN(c4cccc(Cl)c4)CC3)coc2c1	-13%	?	-10%
COc1ccc(NC(=O)CN2CCC(C(N)=O)CC2)cc1	-2%	-5%	3%
CCC1C(=O)NCCN1C(=O)c1ccc2nc(Cc3ccc(OC)cc3)oc2c1 (stereo unspecified)	13%	-10%	-2%
NS(=O)(=O)c1ccc(NS(=O)(=O)c2ccc(Br)cc2)cc1	2%	4%	0%
CN(C)c1ccc(N=C/C=C2\N(C)c3ccccc3C2(C)C)cc1	1%	5.2µM*	-3%
O=C(COC(=O)c1nn(CCO)c(=O)c2ccccc12)Nc1ccc(Cl)c(Cl)c1	?	-19%	-7%
O=C(NCCC1=CCCCC1)c1cc(S(=O)(=O)N2CCOCC2)c(Cl)cc1Cl	2%	?	2%
CC(=O)OCCCNc1cc(Sc2ccc(C)cc2)c2nonc2c1[N+](=O)[O-]	-120%	2.9µM*	43%[activator]
CC(C)(C)c1cc(NC(=O)COC(=O)C2CC2)n(-c2ccccc2)n1	3%	-5%	3%

Continuation.
SMILES	FEN1 inh	DT40 TDP1 CPT	GCN5L2 inh
O=C(NCCCN1CCCCCC1)c1ccc2c(Cl)c3c(nc2c1)CCCC3	3%	-90%	0%
CC(OC(=O)c1cn(-c2ccccc2)nc1-c1cccnc1)C(N)=O (stereo unspecified)	1%	-6%	-8%
OCCNc1ncnc2c1sc1nc(N3CCOCC3)c3c(c12)CCC3	-7%	?	-16%
Cc1cc(C(=O)N2CCCC(CO)(Cc3ccc(F)cc3)C2)c(C)o1 (stereo unspecified)	-2%	23µM*	3%
CC(C)(C)C(=O)Nc1cccc(-c2cc(-c3c(Cl)cccc3Cl)no2)c1	-11%	-7%	-9%
O=C(CNc1ccccc1)c1ccc([N+](=O)[O-])cc1	-3%	15µM*	-3%
COCCn1c(SCC(=O)N2CCCc3ccccc32)nc2cccnc21	0%	?	0%
CC(C)COC(=O)CCNc1n[nH]c(=O)[nH]c1=O	3%	-6%	0%
O=C1C(=O)N(c2ccccc2)C(c2ccccc2)C1c1ccccc1 (stereo unspecified)	-8%	-1%	.
O=C(Nc1ccc(S(=O)(=O)NC2=NCCCCC2)cc1)c1cc(F)c(F)cc1Cl	-15%	-29%	0%
CC1CCCN(S(=O)(=O)c2ccc(NC(=O)CNC3CCCC3)cc2)C1 (stereo unspecified)	11%	?	-2%
O=C(Cc1ccccc1[N+](=O)[O-])OCN1C(=O)c2ccccc2C1=O	-1%	-9%	-1%
CCCCN(CC(=O)NCc1ccc(Cl)cc1)S(=O)(=O)c1ccc2c(c1)OCCO2	-2%	?	-9%
COc1cccc(NC(=O)NC(=O)c2c(C)cc(Cl)nc2Cl)c1	13%	-15%	-9%
CC(OC(=O)CCC(=O)N1CCN(S(=O)(=O)c2ccc3ccccc3c2)CC1)C(=O)NC(N)=O (stereo unspecified)	15%	4%	-3%
Cc1ccc(-c2nnn(CC(=O)N(c3cccc(O)c3)C(C(=O)NC(C)(C)C)c3cccs3)n2)o1 (stereo unspecified)	-2%	?	-4%
COc1ccc(S(=O)(=O)NCCc2csc(-c3cccnc3)n2)cc1	30%	15µM*	-22%
CCN1c2ccccc2-c2nc3ccccc3n2C1c1ccncc1 (stereo unspecified)	-15%	?	0%
Cc1cc(=O)c2n(Cc3ccc(Cl)cc3)nc[n+]2[nH]1	31%	-12%	-7%
COc1ccccc1Nc1sc(C(=O)c2ccc(C)cc2C)c(N)c1S(=O)(=O)c1ccccc1	-4%	.	3%

Compound profiles (already shown).
`COc1ccc(S(=O)(=O)NCCCN2CCCC2=O)c(OC)c1` is listed with FEN1 inh: 7%; DT40 TDP1 CPT: -7%; GCN5L2 inh: 1%
`Cc1cc(Br)c(NC(=O)CN2CCCC2)c(Br)c1` is listed with FEN1 inh: -1%; DT40 TDP1 CPT: -1%; GCN5L2 inh: -4%

Taken from the entries so far (two entries):
SMILES	FEN1 inh	DT40 TDP1 CPT	GCN5L2 inh
CC1CCCN(S(=O)(=O)c2ccc(NC(=O)CNC3CCCC3)cc2)C1 (stereo unspecified)	11%	?	-2%
O=C(Cc1ccccc1[N+](=O)[O-])OCN1C(=O)c2ccccc2C1=O	-1%	-9%	-1%

Further compounds
SMILES	FEN1 inh	DT40 TDP1 CPT	GCN5L2 inh
Cc1ccc2[nH]c(=O)c3cc(C(=O)N(C)C4CCCCC4)sc3c2c1	11%	-3%	-3%
Cc1cc(S(=O)(=O)N2CCCC2)ccc1OCC(=O)NC1CCCC1	-6%	1%	2%
CC(CN(C)Cc1ccccc1)OC(=O)c1ccc2c(c1)OCCO2 (stereo unspecified)	-2%	-10%	-18%
CCCCn1c(N)c(N(CC(C)C)C(=O)COc2cc(C)ccc2Cl)c(=O)[nH]c1=O	-3%	7%	-8%
CC(=O)c1ccc(NC(=O)Cn2nc(C)cc2C)cc1	-2%	6%	-9%
O=C(CSc1nnc(CNC(=O)c2cccc(F)c2)n1-c1ccccc1)Nc1ccccc1F	-3%	-24%	1%

Quoted from the listing.
Entry of `O=C(CSc1nnc(CNC(=O)c2cccc(F)c2)n1-c1ccccc1)Nc1ccccc1F` under GCN5L2 inh: 1%
Entry of `Cc1cc(S(=O)(=O)N2CCCC2)ccc1OCC(=O)NC1CCCC1` under FEN1 inh: -6%
Entry of `Cc1ccc2[nH]c(=O)c3cc(C(=O)N(C)C4CCCCC4)sc3c2c1` under GCN5L2 inh: -3%
Entry of `CC(CN(C)Cc1ccccc1)OC(=O)c1ccc2c(c1)OCCO2` (stereo unspecified) under FEN1 inh: -2%
Entry of `CCCCn1c(N)c(N(CC(C)C)C(=O)COc2cc(C)ccc2Cl)c(=O)[nH]c1=O` under FEN1 inh: -3%

Compound activity as filed in PubChem.
